C8 TRAIL sens: sensitizes caspase-8 expressing cells to TRAIL; NB7+C8 cells + TRAIL, ATPlite viability luminescence; inhibition (viability loss, TRAIL sensitization), % at 10 µM; AID 624354; 360,000 tested, 1% active;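 active = compounds causing at least 50% loss of cell viability in the single-dose screen, relative to plate controls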
Shn3 inh set2: inhibitors of Schnurri-3 3'UTR reporter in osteoblasts; Clone20 osteoblast Shn3 3'UTR firefly luciferase, 24 h; inhibition, % at 12.5 µM; 360,000 tested, 0.52% active; AID 588674;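 active = mean inhibition of at least 75% with every replicate also reaching 75%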;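 note: 0% = median of neutral control wells and 100% = pilot-screen positive control compound; some compounds past the cut are filed as inactive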
hiPSC survival: enhancers of human iPSC single-cell survival; hiPSC single-cell survival, ATPlite luminescence; 100% = ROCK inhibitor wells, 0% = DMSO; survival enhancement, % at 20 µM; 360,000 tested, 0.044% active; AID 602274; in the data active = survival enhancement above about 18%;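 note: cells exposed to compounds for 16 hours before the ATP read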
HIF-2a block: HIF-2a inhibition; 360,000 tested, 0.72% active; inhibition, % at 18.8 µM; 786-0 RCC cells HIF-2a reporter, luciferase luminescence, overnight;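 active = inhibition of the luminescence signal of 40% or more relative to plate controls, in a single-dose primary screen at 18.75 µM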
NR2E3 ag-1: NR2E3 (human) agonism | GST-NR2E3/biotin-RetCOR TR-FRET, 1536-well | inhibition of corepressor binding, % at 4.78 µM | 320,000 tested, 0.12% active | AID 2300;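 active = percent inhibition above the cutoff of mean plus 3 SD of all tested compounds, set per screening campaign, cut at about 20% in these data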;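 note: 0% = DMSO wells and 100% = biotin wells as full block of FRET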
Target sequence (Q9Y5X4 whole entry, looked up): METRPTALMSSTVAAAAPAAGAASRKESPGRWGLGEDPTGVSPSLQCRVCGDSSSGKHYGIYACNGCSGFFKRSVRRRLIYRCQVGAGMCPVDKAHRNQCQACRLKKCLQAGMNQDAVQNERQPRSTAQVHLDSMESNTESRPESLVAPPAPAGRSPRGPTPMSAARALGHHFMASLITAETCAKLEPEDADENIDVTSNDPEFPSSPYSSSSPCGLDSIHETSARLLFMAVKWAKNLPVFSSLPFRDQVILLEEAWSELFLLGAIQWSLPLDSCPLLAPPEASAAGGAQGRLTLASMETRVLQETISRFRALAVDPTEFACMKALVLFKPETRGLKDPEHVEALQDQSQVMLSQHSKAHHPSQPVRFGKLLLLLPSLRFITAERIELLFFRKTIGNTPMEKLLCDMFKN
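System: GST-tagged NR2E3 plus biotinylated RetCOR corepressor; Buffer or medium: pH 7.5 Tris-based buffer; Probe or stimulus: RetCOR corepressor, biotinylated, 7 nM; Doses: compound at 4.8 µM, single dose; Schedule: 5 h incubation at 4 °C; Technique: time-resolved FRET; Evaluation: percent inhibition of TR-FRET ratio; Replication: one well per compound, singlicate testing.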
Peg3 prom inh: inhibitors of Peg3 promoter; HeLa PEG-Prom luciferase reporter, luminescence, overnight; inhibition, % at 20 µM; 360,000 tested, 1.7% active; AID 588405;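 active = inhibition of at least 50% at 20 µM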
EBV LMP1 NFkB: inhibitors of Epstein-Barr LMP1-induced NF-kappaB reporter; LMP1-induced NF-kappaB luciferase reporter cells, luminescence; inhibition, % at 12.5 µM; 350,000 tested, 0.69% active; AID 504558; in the data active = inhibition above about 41%;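 note: 0% = neutral control wells and 100% = reference inhibitor control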
TRPM1 prom inh: inhibitors of MITF-driven TRPM1 promoter in melanoma cells | AID 488899 | inhibition, % at 12.5 µM | 330,000 tested, 0.83% active | SK-MEL-5 TRPM1 promoter luciferase, 24 h;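 active = mean inhibition across replicates of 60% or more, whatever share of single replicates reaches that level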; note: values of inactives mirror those of a sister screen read the other way
CF NFkB block: inhibitors of cystic fibrosis induced NF-kB | KKLEB NF-kB-GFP reporter, PAF-induced, GFP fluorescence overnight | inhibition, % at 5 µM | 360,000 tested, 0.86% active | AID 588850;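 active = at least 50% inhibition at 5 µM, scaled per plate between neutral and stimulator controls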;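 note: PAF is a Pseudomonas aeruginosa culture filtrate used as stimulus; plate controls were PAF-stimulated DMSO wells for no effect and unstimulated DMSO wells for full effect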
KKLEB tox: counter-screen for CF NF-kB inhibitors: cytotoxicity. KKLEB CF airway cells viability, ATPlite luminescence, overnight; stronger effect = lower value; cells stimulated with P. aeruginosa culture filtrate. 360,000 tested, 0.36% active. activity change (cytotoxicity), % at 5 µM;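 active = corrected activity change at or below -50% at 5 µM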
NR2E3 ag-2: agonists of human NR2E3 nuclear receptor. CHO-S Gal4-NCOR/VP16-NR2E3 two-hybrid, luciferase. 360,000 tested, 0.35% active. Q9Y5X4. inhibition of corepressor binding, % at 3.98 µM. AID 602229;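 active = inhibition above the mean of all tested compounds plus 3 SD, cut at about 70% in these data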;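 note: 0% = DMSO with NR2E3 transfected cells and 100% = cells lacking NR2E3 construct; higher means lower luciferase signal from less NR2E3 corepressor binding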
Starred values were filed as active, the others as inactive; · = not tested or not shown. Only part of the results is shown (hit frequency here may not be typical).

SMILES	C8 TRAIL sens	Shn3 inh set2	hiPSC survival	HIF-2a block	NR2E3 ag-1	Peg3 prom inh	EBV LMP1 NFkB	TRPM1 prom inh	CF NFkB block	KKLEB tox	NR2E3 ag-2
COc1ccc(-c2ccc3[nH]c4c(c3c2)CCN2C[C@H]3[C@H](C)ON(C)[C@H]3C[C@@H]42)cc1	-10	2	-0.2	-33	·	28	0	·	-13	-29	-48
CC(C)c1nnc(NC(=O)CS(=O)(=O)c2ccccc2)s1	-3	0	-0.5	-9	2	30	-2	-5	14	-6	4
CC1CCN(C(=O)N2c3ccccc3Sc3ccccc32)CC1	12	19	-1.6	-2	3	21	-1	6	2	6	-9
O=c1[nH]c(SCc2cccc(F)c2)nc2ccccc12	-8	-5	0.2	-11	1	25	2	1	4	-6	-19
CC(=O)Nc1ccc(S(=O)(=O)N2CCSc3ccccc32)cc1	15	1	-2.6	15	·	30	-1	0	24	-16	-4
O=C(O)c1ccccc1SCc1cn2cc(Cl)ccc2n1	2	-13	-0.3	-8	-4	-13	1	12	-6	7	-64
COc1ccc(C(=O)O)cc1S(N)(=O)=O	-1	-40	-0.5	11	1	-15	-9	5	-7	2	-2
Cc1ccccc1N1C(N)=NC(N)=NC1(C)C	·	-6	·	·	0	·	-5	0	·	·	-1
COc1ccc([C@H]2CC(=O)C=C(c3ccc(SC)cc3)C2)cc1OC	9	33	-1.2	3	4	7	9	-8	9	-4	-4
COc1cc2c3c(c1)/C(=C1/SC(NC(C)=O)=NC1=O)C(=O)N3C(C)(C)C=C2C	-7	1	1.2	18	2	21	-5	5	12	-12	-13
CCN(CC(=O)Nc1ccc(N2CCOCC2)cc1)C(=O)COc1ccccc1OC	-3	-55	0.8	-84	1	-29	-5	-22	-11	5	6
Cc1nnc2c(NC3CCCCC3)nc3ccccc3n12	-3	-10	0.0	-10	-3	2	1	9	-28	-9	-5
CCN(CC)S(=O)(=O)c1ccc(N2CCOCC2)c(NC(=O)c2ccc3ccccc3c2)c1	15	-11	-0.2	7	4	17	7	-21	-6	8	11
Oc1ccc(/C=N\Nc2cc(N3CCOCC3)nc(N3CCOCC3)n2)c(O)c1	27	9	-1.6	-16	-4	10	0	3	4	3	15
O=C(Nc1cccc([N+](=O)[O-])c1)N(c1ccccc1)c1ccccc1	10	-1	1.1	0	·	10	-1	5	-33	11	26
COc1ccc(N(C(=O)C2CCCCC2)C2C=CS(=O)(=O)C2)c(OC)c1 (centres undefined)	-16	7	1.6	16	3	11	-6	11	-13	7	-20
CCNC(=O)C1CCCN(Cc2ccc(OCc3ccccc3)cc2)CC1 (centres undefined)	-1	-8	-1.7	-39	·	-71	·	·	4	4	-38
O=C(Nc1ccc(N2CCOCC2)c2nonc12)C1CCCC1	26	-23	0.5	-85	-4	-96	-5	-49	1	4	-37
Cc1ccc(S(=O)(=O)N2[C@@H](c3ccc(Br)cc3)C(C(=O)O)=C[C@H]2CC2CCCC2)cc1	-4	-9	-0.4	15	·	0	-3	3	28	4	77*
CCN(CC)C(=O)c1c(C)nc2ccccn12	-17	14	0.7	12	-2	9	-6	14	-13	7	-21

Two neighbouring records from above, for reference:
SMILES	C8 TRAIL sens	Shn3 inh set2	hiPSC survival	HIF-2a block	NR2E3 ag-1	Peg3 prom inh	EBV LMP1 NFkB	TRPM1 prom inh	CF NFkB block	KKLEB tox	NR2E3 ag-2
COc1ccc(-c2ccc3[nH]c4c(c3c2)CCN2C[C@H]3[C@H](C)ON(C)[C@H]3C[C@@H]42)cc1	-10	2	-0.2	-33	·	28	0	·	-13	-29	-48
CC(C)c1nnc(NC(=O)CS(=O)(=O)c2ccccc2)s1	-3	0	-0.5	-9	2	30	-2	-5	14	-6	4

With a hit mark in NR2E3 ag-2, of those listed so far:
molecule | Shn3 inh set2 | HIF-2a block | NR2E3 ag-1 | Peg3 prom inh | EBV LMP1 NFkB | TRPM1 prom inh | CF NFkB block | NR2E3 ag-2
Cc1ccc(S(=O)(=O)N2[C@@H](c3ccc(Br)cc3)C(C(=O)O)=C[C@H]2CC2CCCC2)cc1 | -9 | 15 | · | 0 | -3 | 3 | 28 | 77*

Next compounds.
SMILES	C8 TRAIL sens	Shn3 inh set2	hiPSC survival	HIF-2a block	NR2E3 ag-1	Peg3 prom inh	EBV LMP1 NFkB	TRPM1 prom inh	CF NFkB block	KKLEB tox	NR2E3 ag-2
O=C(CSc1nnc(CNc2ccc(F)cc2)n1Cc1ccccc1)N1CCOCC1	0	-19	-4.6	18	-1	1	5	9	-15	-22	12
Cc1cc(=O)[nH]c(SCC(=O)Nc2cc(S(=O)(=O)N3CCCC3)ccc2Cl)n1	-1	·	3.9	10	-1	9	-2	-15	6	-2	-16
Cc1ccc(N2CC(C(=O)Nc3nnc(C(C)C)s3)CC2=O)cc1 (centres undefined)	-5	-14	0.5	10	4	7	7	2	22	7	-8
CCOc1ccc(N2C(=O)c3ccc(C(=O)OCc4c(C)noc4C)cc3C2=O)cc1	23	2	-2.2	11	-1	21	-1	-2	-1	-6	-9
O=C(CSc1ccccc1)Nc1cccc(S(=O)(=O)N2CCOCC2)c1	-5	7	-0.5	-25	0	-20	-3	-2	-5	-3	-19
CC(C)C(=O)Nc1ccc(C(=O)NNC(=S)NC(=O)c2ccco2)cc1	3	4	0.0	18	-4	4	-4	7	-9	2	7
CCn1c(CC(=O)Nc2ccccc2OC)nnc1SCC(=O)Nc1ccccc1F	-4	-2	0.1	4	2	14	-7	0	-8	4	-16
CCc1ccc(S(=O)(=O)Nc2cccc(C3OCCCO3)c2)cc1	3	53	1.6	10	4	18	-1	-1	0	-3	4
COCCn1c(SCC(=O)Nc2cc(C)on2)nc2ccccc21	13	13	0.1	14	1	22	-2	1	-3	3	0
O=Cc1ccc(Oc2cnccn2)cc1	3	-22	-2.8	12	3	-3	7	-14	-21	10	14
CC(=O)c1ccc(NC(=O)C(C)n2nc(-c3ccccc3)c3cc(Cl)ccc32)cc1 (centres undefined)	-4	18	-3.0	1	4	11	-9	5	1	4	-21
O=C(CN(CCc1ccccc1)C(=O)CNS(=O)(=O)c1ccccc1)NCc1ccco1	-9	5	1.1	2	-2	1	-10	9	0	7	9
CCOC(=O)N1CCC(NC(=O)CC(NS(=O)(=O)c2ccc(Cl)cc2)c2ccco2)CC1 (centres undefined)	19	3	0.8	5	-2	15	35	-12	12	-7	-10
O=C(NC1(C(=O)NC2CCCCC2)CCCCC1)c1ccccn1	-8	-15	3.2	1	2	-2	-1	-2	6	-7	-11
CC(C)n1ncc2c(C(=O)NCC(=O)Nc3ccccc3Br)cc(C3CC3)nc21	10	-1	-2.7	8	5	16	11	6	8	-1	-1
CC1CCCC(CC(N)=O)CC1 (centres undefined)	-20	94*	2.4	6	·	0	-3	1	-5	-10	-4
COC(=O)c1cc(NC(=O)C2COc3ccccc3O2)ccc1Cl (centres undefined)	-20	-17	2.1	-190	-1	-89	0	-41	-13	-19	-1
O=C1C=CC(=O)N1Cc1ccncc1	-5	-3	-1.6	4	·	12	6	8	-23	7	8
CCOC(CCNC(=O)c1cc2c(=O)[nH]c3ccccc3c2s1)OCC	-5	11	0.9	2	0	8	1	4	-1	6	-19
COc1ccc(Cl)cc1NC(=O)CN(C)C(=O)c1cn2ccccc2n1	14	-13	0.2	8	4	35	-18	·	16	-3	-21
O=C(c1ccc(NS(=O)(=O)c2cccs2)cc1)N1CCOCC1	-11	0	0.1	10	1	17	-2	3	1	10	-10
CC(C)(C)c1cc2nc(NCc3cccc(Cl)c3)ccn2n1	-2	-3	0.7	-8	·	14	·	·	6	-6	-23
N#Cc1ccc(-c2ccc(OCC(O)Cn3nnc4ccccc43)cc2)cc1 (centres undefined)	-1	40	0.0	-8	1	-3	6	7	-17	5	39
Clc1ccccc1-c1nnc2sc(-c3ccncc3)nn12	-4	-5	-0.2	-17	3	-13	7	-13	27	-2	-28
CCOC(=O)C(Cc1ccccc1)NC(=O)CCc1nnc2ccc(N3CCCC3)nn12 (centres undefined)	-6	-40	0.8	9	0	10	-4	6	9	-9	-16
CCCC(C(=O)NC1CCCC1)N(C(=O)Cn1nnc(-c2ccc(C)o2)n1)c1ccccc1OC (centres undefined)	-19	28	3.8	-9	1	13	-2	1	4	5	-18
CCOC(=O)N1CCN(C(=O)COC(=O)C2CCN(S(=O)(=O)c3c(C)c(C)cc(C)c3C)CC2)CC1	6	-9	-0.4	5	1	-2	3	4	-22	-14	-16
CC(C)c1ccc(/C=C(\NC(=O)c2ccccc2)C(=O)NCCN2CCOCC2)cc1	2	-9	-0.4	3	0	15	0	-2	-2	-2	9
CN1CCN(c2ccccc2NC(=O)c2ccc(N3CCCC3)c([N+](=O)[O-])c2)CC1	-3	16	-0.5	-11	-2	24	-3	-16	-5	6	-32
CC(C)(C)OC(=O)N1CCN(C(=O)c2[nH]cnc2C(=O)NCc2ccccc2)CC1	-4	-5	2.2	8	4	-8	-5	-2	-4	-10	-12
Cc1cc(NC(=O)C2C3C=CC(C3)C2C(=O)O)no1 (centres undefined)	-2	-13	-3.2	13	2	0	-5	3	7	-7	12
CCc1ccc(-c2cc(C)no2)cc1S(=O)(=O)Nc1cc(C)on1	-5	-52	0.0	-1	2	9	-4	7	-24	18	-13
O=C(Nc1ccc2[nH]ncc2c1)c1ccccc1	37	-40	-0.4	-174	2	-184	0	6	21	2	-39
COc1ccccc1NC(=O)N(Cc1cc2cc(OC)c(OC)cc2[nH]c1=O)CC1CCCO1 (centres undefined)	-7	8	2.9	13	0	27	0	9	11	6	24
COc1ccc(COc2ccc3ccc(=O)oc3c2)cc1	-10	-167	-0.3	-224	1	-380	-30	-118	-21	12	-119
Cc1oc2c(c1C(=O)N1CCOCC1)C(=O)c1ccccc1C2=O	89*	41	-3.0	4	1	98*	19	·	72*	-22	-1
COc1ccc(OC)c(-c2cc(C(=O)Nc3cccc(Cl)c3)no2)c1	7	-26	-0.8	-105	0	-23	-9	-2	2	6	-1
COc1ccc(/C(N)=N/OC(=O)c2cccc([N+](=O)[O-])c2)cc1	10	-86	7.6	-185	2	-225	-36	-26	-16	-5	-29
CCCCN(CCCC)CC(O)CN1C(=O)NC(C)(C)C1=O (centres undefined)	0	-9	2.8	-3	1	19	0	4	-4	11	-30
Cc1ccc(C(=O)c2c(NC(=O)CSc3nnc(N)s3)sc3c2CCCC3)cc1	-1	21	-1.3	61*	-1	12	-4	15	-7	8	-12
Cc1ccc(-n2ncc3c(=O)n(CC(=O)NCc4ccco4)cnc32)cc1C	12	14	-0.5	-18	3	6	9	-12	29	-14	-49
COc1cc2c(cc1NC(=O)CSc1nnnn1-c1ccccc1)oc1ccccc12	-5	-14	-2.1	7	2	25	1	-7	24	-23	11
CCCC#Cc1ccc2c(c1)O[C@H](CN(C)C(=O)CC1CC1)[C@H](C)CN([C@@H](C)CO)S2(=O)=O	5	3	1.0	10	·	15	9	·	19	-6	-5
CCn1c(O)c(C2=NCCCC2)c2ccccc21	-16	-64	-3.7	-32	-3	-31	-2	-1	7	-2	-18

Screens (PubChem BioAssay)
